VLA-4 inh: inhibition in human VLA-4 binding assay, primary screen, VLA-4 allosteric modulator project, MLPCN library, flow cytometry, VLA-4 expressing cells; Integrin alpha-4 (Homo sapiens), P13612; inhibition, % (about 7 µM as worked out from the volumes in the protocol); 330,000 compounds, 0.2% hits; ligand binding flow cytometry; in the data active = inhibition above about 50%
Target sequence (P13612 whole entry, looked up): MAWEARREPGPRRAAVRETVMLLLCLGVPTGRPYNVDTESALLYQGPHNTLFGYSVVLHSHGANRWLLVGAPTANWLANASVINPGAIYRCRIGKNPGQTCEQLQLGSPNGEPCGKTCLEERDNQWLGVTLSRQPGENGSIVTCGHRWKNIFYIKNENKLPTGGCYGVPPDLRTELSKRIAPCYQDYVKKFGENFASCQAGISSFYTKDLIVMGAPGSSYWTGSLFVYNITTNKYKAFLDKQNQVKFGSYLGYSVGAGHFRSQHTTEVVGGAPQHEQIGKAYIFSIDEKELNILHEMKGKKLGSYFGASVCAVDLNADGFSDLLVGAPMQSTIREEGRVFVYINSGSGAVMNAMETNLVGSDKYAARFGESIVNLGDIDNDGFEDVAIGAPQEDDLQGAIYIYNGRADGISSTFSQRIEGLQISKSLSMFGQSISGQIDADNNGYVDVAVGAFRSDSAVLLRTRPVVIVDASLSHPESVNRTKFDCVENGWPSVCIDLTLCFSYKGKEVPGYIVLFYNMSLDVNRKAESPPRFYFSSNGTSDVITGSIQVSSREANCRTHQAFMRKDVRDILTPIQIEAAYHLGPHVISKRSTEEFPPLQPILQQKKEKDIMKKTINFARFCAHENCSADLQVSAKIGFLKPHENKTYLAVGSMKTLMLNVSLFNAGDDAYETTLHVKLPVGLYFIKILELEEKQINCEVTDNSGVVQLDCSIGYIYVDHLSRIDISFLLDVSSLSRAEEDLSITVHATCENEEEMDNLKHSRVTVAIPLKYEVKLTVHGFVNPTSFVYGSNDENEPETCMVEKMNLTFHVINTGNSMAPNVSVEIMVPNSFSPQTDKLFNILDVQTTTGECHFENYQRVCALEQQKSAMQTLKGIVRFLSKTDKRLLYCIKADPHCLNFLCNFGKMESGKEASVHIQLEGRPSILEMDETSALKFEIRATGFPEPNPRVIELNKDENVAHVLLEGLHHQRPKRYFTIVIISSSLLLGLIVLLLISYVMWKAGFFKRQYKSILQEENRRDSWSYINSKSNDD
GASC-1 inh: inhibitors of GASC-1 histone demethylase, primary screen, biochemical, fluorescence, DELFIA europium. GST-JMJD2C(1-420) H3K9me3 demethylation. inhibition, % at 2.35 µM. 330,000 compounds, 0.069% hits;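 active = more than half of a compound's replicate wells show inhibition beyond 50%, single wells judged on their own value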;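 also: signal counts dimethyl H3K9 product captured on neutravidin plate; 0% = median of DMSO wells and 100% = 0.3 times that DMSO median; strong numbers were not always called active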
CIT2-GFP yeast: modulators of CIT2-GFP expression in yeast, primary screen, S. cerevisiae, GFP fusion, multiplex flow cytometry, MLPCN library; 320,000 compounds, 0.065% hits; AID 2029, 2009; S. cerevisiae CIT2-GFP strain, 3 h; 100 means same as DMSO wells; GFP response vs DMSO, % at 10 µM;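 active = GFP response relative to DMSO above a set limit, near the screen mean plus 3 SD, cut at about 150% in these data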;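 also: ratio of well median GFP fluorescence to mean of DMSO wells on the plate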
RPL19A TOR yeast: RPL19A-GFP expression modulators in yeast, primary screen, cell-based, S. cerevisiae, multiplex flow cytometry, MLPCN. S. cerevisiae RPL19A-GFP strain, 3 h; stronger effect = lower value. percent response vs DMSO, % at 10 µM. 330,000 compounds, 0.3% hits. AID 2025, 2009;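 active = percent response vs DMSO below 50%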;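 also: median channel GFP fluorescence of the barcoded RPL19A-GFP strain; ratio of sample median GFP to plate DMSO average so 100% = DMSO; lower means less RPL19A-GFP as with rapamycin TOR inhibition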
MEP2 TOR yeast: modulators of MEP2-GFP levels in yeast, primary screen, S. cerevisiae, multiplex flow cytometry, MLPCN library; 330,000 compounds, 0.51% hits; GFP response vs DMSO, % at 10 µM; S. cerevisiae MEP2-GFP strain, 3 h; 100% = DMSO control level;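 active = GFP response versus DMSO above a set limit, roughly screen mean plus 3 SD, cut at about 180% in these data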;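 also: median GFP fluorescence of the barcode-gated MEP2-GFP cells per well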
LAP4 TOR yeast: modulators of LAP4-GFP expression in yeast, primary screen, S. cerevisiae, multiplex flow cytometry, MLPCN library; 3 h; median GFP as percent of DMSO wells; GFP response vs DMSO, % at 10 µM; 320,000 compounds, 0.34% hits; AID 2023, 2009;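 active = GFP response vs DMSO above a set limit, about the screen mean plus 3 SD, cut at about 150% in these data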
AGP1 TOR yeast: modulators of AGP1-GFP expression in yeast TOR pathway, primary screen, cell-based, multiplex flow cytometry, S. cerevisiae, MLPCN library. 320,000 compounds, 0.02% hits. 3 h; GFP as percent of DMSO wells. GFP response vs DMSO, % at 10 µM;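 active = GFP response relative to DMSO above a set limit, near screen average plus 3 SD, cut at about 150% in these data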;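 also: median GFP channel fluorescence of the gated AGP1 strain per well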
GRK2 inh: compounds blocking aptamer binding on GRK2 – biochemical, human GRK2, bead flow cytometry, HTS, primary screen. Beta-adrenergic receptor kinase 1 (Homo sapiens), P25098. FAM-aptamer displacement from GRK2. inhibition of aptamer binding, % at 10 µM. 330,000 compounds, 0.59% hits. AID 488847, 2010;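 active = inhibition of aptamer binding above 40%, roughly 3 SD of noise, on plates passing a quality check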;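 also: median bead fluorescence of bound FAM aptamer so fluorescent compounds give negative values; no value below 0 was filed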
* marks the source's active call; other numbers are inactive results; . = not tested or not shown; & = joins results of further samples.

SMILES	VLA-4 inh	GASC-1 inh	CIT2-GFP yeast	RPL19A TOR yeast	MEP2 TOR yeast	LAP4 TOR yeast	AGP1 TOR yeast	GRK2 inh
COCC(C)N=C1NN=C(c2ccc(NC(C)=O)cc2)CS1 (centres undefined)	17	-6	100	97	105	103	105	0
CN(CC(=O)N1CCN(Cc2ccccc2)CC1)C(=O)Cc1ccc(Cl)c(Cl)c1	2	-7	105	99	99	92	102	0
COc1ccc(N2CCN(c3nc4ccccc4n3CC(=O)c3ccccc3)CC2)cc1	14	10&6	87	96	105	107	99	0
CC(C)(C)[C@H]1COC(=O)CCC/C=C/C[C@H](CC(=O)NCCO)C(=O)N1	13	0	96	98	94	94	98	4
CCOc1ccc(CC(=O)Nc2c3c(nn2C(C)(C)C)CS(=O)(=O)C3)cc1	-19	4	99	97	101	104	99	1
CCOC(=O)CSc1nnc2c3ccccc3n(CC)c2n1	16	-10	100	98	102	84	96	1
O=C(c1ccc(N2CCCCS2(=O)=O)cc1)N1CCN(c2ccccc2F)CC1	1	-11	99	101	102	96	100	2
COc1cccc(NC(=S)N2CCN(C/C=C/c3ccccc3)CC2)c1	4	0	98	104	106	97	104	0
CC(OC(=O)c1ccc(NC(N)=O)cc1)C(=O)Nc1ccc2c(c1)OCCO2 (centres undefined)	8	3	102	97	98	93	92	0
C#CCOn1c(-n2nc(C)cc2C)nc2ccccc2c1=O	-38	6	110	100	103	100	102	0
O=C(c1cccc(Cl)c1)N1CCN(c2ncnc3c2cnn3-c2ccccc2)CC1	10	-8	93	102	100	102	102	0
O=C(O)CSc1nc2ccccc2n1C1CCCCC1	12	-10	94	103	101	94	91	2
O=C(N/N=C/c1ccccc1)C(O)c1ccccc1 (centres undefined)	3	-2	100	99	102	89	96	0
O=C(N/N=C/c1ccncc1)c1cc(-c2ccc(Br)s2)[nH]n1	-5	-2	102	94	106	93	98	1
CCOc1ccc2nc(NC(=O)CSc3nc4cccnc4n3C)sc2c1	-1	-3	.	104	99	98	106	0
Cc1ccc(S(=O)(=O)N/N=C/c2cnn(C)c2C)cc1	8	31	98	.	102	100	101	0
CCCC(NC(=O)CCc1c(C)c2cc3c4c(oc3c(C)c2oc1=O)CCCC4)C(=O)O (centres undefined)	-7	3	92	98	106	99	92	0
COc1cccc(C2c3[nH]c4ccccc4c3CCN2Cc2cccn2-c2ncccn2)c1 (centres undefined)	-25	-2	93	98	113	107	103	3
COC(=O)Cn1nc(-c2ccccc2)c2cc(Cl)ccc21	3	-1	113	97	103	110	99	2
CC(CNS(=O)(=O)c1ccc(Cl)cc1)n1cncn1 (centres undefined)	3	1	105	100	99	96	92	3
COc1cc(NC(=O)CC2NCCNC2=O)cc(OC)c1 (centres undefined)	0	-4	91	96	100	106	101	1
CCN(CC)CCCNC(=O)C1c2ccccc2C(=O)N(C)C1c1ccc(OC)cc1 (centres undefined)	11	17	106	100	100	98	101	0
O=C(CN1C(=O)c2ccccc2S1(=O)=O)Nc1ccc([N+](=O)[O-])cc1	12	-14	101	103	102	108	105	0
O=C(c1ccco1)N1CCN(CCCCN2C(=O)c3ccccc3C2=O)CC1	11	2	97	98	103	91	104	0
CC(C)(C)CC(C)(C)Nc1c(-c2ccc(O)cc2)nc2cnccn12	-9	-1	117	104	113	110	110	0
COc1ccc(C)cc1Nc1n[n+](-c2ccccc2)c(-c2ccc(C(=O)O)cc2)s1	4	-11	95	102	100	95	98	0
Cc1cnc(NC(=O)c2ccco2)s1	4	-11	101	102	104	100	110	0
Cc1csc(CCc2nc(C)cs2)n1	5	0	99	95	101	100	101	0
COc1cc(/C=C2\SC(=S)N(NS(=O)(=O)c3ccccc3)C2=O)cc(OC)c1OC	1	5	92	102	91	98	96	0
O=C(Cn1ccc2ccccc2c1=O)NCCC(=O)N1CCN(c2ccccc2)CC1	7	-7	87	97	94	83	96	0

Profiles, looked up by structure. Screens in order: VLA-4 inh	GASC-1 inh	CIT2-GFP yeast	RPL19A TOR yeast	MEP2 TOR yeast	LAP4 TOR yeast	AGP1 TOR yeast	GRK2 inh
Cc1csc(CCc2nc(C)cs2)n1 reads 5	0	99	95	101	100	101	0
COc1ccc(C)cc1Nc1n[n+](-c2ccccc2)c(-c2ccc(C(=O)O)cc2)s1 reads 4	-11	95	102	100	95	98	0

Following part
SMILES	VLA-4 inh	GASC-1 inh	CIT2-GFP yeast	RPL19A TOR yeast	MEP2 TOR yeast	LAP4 TOR yeast	AGP1 TOR yeast	GRK2 inh
CC1Sc2ccc(S(=O)(=O)N3CCC(C(=O)Nc4ccc(Cl)cc4)CC3)cc2NC1=O (centres undefined)	-31	-4	100	99	98	95	102	0
O=C(/C=C/c1ccc(Cl)cc1)NCCCn1ccnc1	2	-4	103	100	101	103	96	0
Cc1c(C(=O)c2ccc(Cl)cc2Cl)cnc2cc3c(cc12)OCO3	15	2	83	100	104	114	94	0
CC(=O)Nc1ccc(S(=O)(=O)NCc2cccnc2)cc1	-7	-4	103	96	106	94	98	1
COc1ccc(CN(C)C(C)C(=O)Nc2ccc(S(=O)(=O)N3CCCC3)cc2)c(OC)c1OC (centres undefined)	-2	-3	96	95	87	86	91	0
CCOc1cc(N2CCOCC2)c(OCC)cc1NC(=O)COC(=O)c1ccc(Cl)cc1N	-19	2	89	94	92	99	95	0
CCCCc1c(O)nc(SCC(=O)N2CCOCC2)n(-c2ccc(OC)cc2)c1=O	1	-17	104	103	105	94	102	0
CN(CCO)c1nc(N)c(C#N)c(CC#N)c1C#N	6	-6	98	101	103	102	101	4
CC(NC(=O)Cc1ccc([N+](=O)[O-])cc1)c1ccc2c(c1)OCO2 (centres undefined)	-10	-2	100	99	103	106	100	1
CCn1c(C(C#N)/C(=N\S(=O)(=O)c2cccs2)c2ccccc2)nc2ccccc21 (centres undefined)	-5	3	91	91	96	101	93	1
O=C(OCc1cnc(Cl)s1)c1c(F)cccc1F	0	-15	90	97	98	107	93	2
O=C(NC1CCN(Cc2ccccc2)CC1)c1cc(-c2ccccn2)nc2ccccc12	-3	8	91	94	89	87	91	3
COc1ccccc1N1CCN(C(=O)CCNS(=O)(=O)c2ccc(Br)s2)CC1	14	-6	108	98	103	100	104	0
O=C(NN1CCOCC1)c1cccc(F)c1	1	-8	100	100	101	117	109	0
Cc1ccc(N/N=C(\C#N)C(N)=S)c(C)c1	-18	0	90	84	142	161*	101	0
O=c1c2ccc(Cl)cc2nc2n1CC/C2=C\c1cccc(O)c1	8	1	92	96	98	93	92	0
CN(C)C(CNC(=O)c1cccc(S(=O)(=O)Nc2ccc(Br)cc2)c1)c1ccco1 (centres undefined)	-3	-3	104	101	101	101	110	0
Cc1ccc(NS(=O)(=O)c2cc(C(=O)NCCSC3CCCCC3)ccc2C)cc1	16	-2	100	100	103	102	102	4
CCOC(=O)N1CCN(C(=O)CNC(=O)c2ccc(Cl)cc2Cl)CC1	0	10	86	90	90	83	92	0
CCOc1ccc(CN2CCNC(=O)C2CC(=O)NCCCOc2cccnc2)cc1 (centres undefined)	-3	-5	100	94	97	96	99	1
COc1ccc(OC)c(S(=O)(=O)NCCCc2ccccc2)c1	9	-17	96	103	101	99	99	0
Cc1nn(-c2ccccc2)c(C)c1C(=O)OCC(=O)Nc1ccccc1	21	14	95	93	97	105	87	0
Cc1ccc(C(=O)OCC(=O)Nc2ccc(S(N)(=O)=O)cc2)c(O)c1	5	-10	107	109	107	102	112	2
CC(C)(C)CN1CCN(CC#Cc2ccccc2)CC1CCO (centres undefined)	-4	-3	96	106	108	93	98	7
O=C1CCN(Cc2ccccc2)S(=O)(=O)c2c(F)cc(F)cc21	3	-5	98	95	95	103	94	6
COCCNC(=O)COc1ccc(C)c(C)c1	-6	-1	92	95	100	93	99	2
COc1ccc(Cl)cc1NC(=O)C(=O)NC1CCCCCC1	-2	3	101	95	103	105	101	0
S=c1[nH]c(-c2ccccc2)cn1/N=C/c1ccncc1	-7	7	93	94	102	103	97	0
O=C(O)c1nn(-c2ccccc2C(F)(F)F)cc1O	-4	-19	105	98	93	95	99	0
CC(C)C(NC(=O)c1ccccc1)C(=O)NCCc1ccccc1 (centres undefined)	17	1	75	94	99	89	83	0
COCCCNC(=O)CN1C(=O)c2ccccc2C1=O	-8	2	102	95	105	95	101	0
CCCCC(=O)N(CCOC)c1nnc(-c2cccnc2)s1	-3	-2	90	93	91	105	94	0
Cc1nc(NC(=O)c2cccc(-c3cc4ccccc4oc3=O)c2)ccc1Br	5	-7	104	103	82	84	95	0
COc1ccc(OC)c(S(=O)(=O)N2CCC(NC(=O)c3ccccc3)CC2)c1	1	-32	101	105	106	92	102	0
COc1ccc(Cl)cc1NC(=O)CNCc1cccs1	-8	15	89	90	89	89	96	0
O=C(O)CCc1nn2c3ccccc3n(Cc3ccccc3)c2nc1=O	-4	24	89	107	108	101	96	0
Cc1ccc(CN2CCSc3ccc(C(=O)N4CCN(c5ncccn5)CC4)cc32)cc1	-3	-20	97	99	106	102	102	2
COc1ccc(/C=C(\NC(=O)c2cccs2)C(=O)NCc2ccco2)cc1OC	-1	13	117	101	100	126	123	0
Cc1ccc(CNC(=O)CSc2nc(N3CCCCC3)nc(N3CCCCC3)n2)cc1	16	6	98	97	100	100	99	2
CCC(=O)c1ccc(OCC(=O)OCC(=O)Nc2ccc3c(c2)OCCO3)cc1	0	4	109	101	110	93	103	2
Cc1ccccc1NCc1ccccc1O	0	3	98	100	97	98	101	0
O=C(CCS(=O)(=O)c1ccc(Br)s1)Nc1ccccc1Br	3	11	100	110	108	101	97	88*
CCOC(=O)C1CCN(CCC(=O)Nc2ccc(Br)c(C)c2)CC1	18	10	105	109	105	98	106	0
C[C@H](NC(=O)C1CCC(CNC(=O)[C@@H]2CCCN2C(=O)OC(C)(C)C)CC1)C(=O)O (some centres undefined)	0	1	105	110	107	92	104	0
Cc1ccc(-c2cc(C(=O)NC3=NCCS3)c3cc(Br)ccc3n2)o1	-10	4	93	101	102	113	100	5
Cc1ccccc1OCCn1cc(C(=O)C(=O)N2CCOCC2)c2ccccc21	13	-2	97	96	100	106	102	0
Cc1cc2cc(CN(CCN(C)C)C(=S)NCc3ccco3)c(=O)[nH]c2cc1C	8	16	95	95	104	102	97	0
O=C(NCc1csc(-c2cccs2)n1)Nc1ccc(C(F)(F)F)cc1	25	14	100	96	100	108	104	0
Cc1cc(C)n2nc(SCC(=O)N3CCN(c4ccccc4)CC3)nc2n1	-29	-14	112	96	114	103	101	1
O=C(NCC1CCCO1)c1ccc2c(c1)C(=O)N(c1cccc([N+](=O)[O-])c1)C2=O (centres undefined)	2	-6	105	101	106	98	98	1
O=C(Nc1ccc(CN2CCOCC2)cc1)c1cccc(-c2cc3ccccc3oc2=O)c1	-6	2	115	106	98	111	104	0

Three entries out of the list, sorted by count of non-hydrogen atoms, ascending.
SMILES	VLA-4 inh	GASC-1 inh	CIT2-GFP yeast	RPL19A TOR yeast	MEP2 TOR yeast	LAP4 TOR yeast	AGP1 TOR yeast	GRK2 inh
O=C(NCc1csc(-c2cccs2)n1)Nc1ccc(C(F)(F)F)cc1	25	14	100	96	100	108	104	0
Cc1cc(C)n2nc(SCC(=O)N3CCN(c4ccccc4)CC3)nc2n1	-29	-14	112	96	114	103	101	1
O=C(NCC1CCCO1)c1ccc2c(c1)C(=O)N(c1cccc([N+](=O)[O-])c1)C2=O (centres undefined)	2	-6	105	101	106	98	98	1
